Assay outcomes (PubChem)
E-sel TNF inh – E-selectin induction blockers in HUVEC – imaging, immunofluorescence, high content, primary screen; HUVEC TNFa-induced E-selectin immunofluorescence; inhibition, % at 2 µM; 0.71% of 120,000 active; AID 1246, 2008;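 active = inhibition above the batch mean plus 3 SD, and confirmed as a hit on visual image review, cut at about 43% in these data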;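 also: 0% = TNF-stimulated DMSO wells and 100% = unstimulated control wells; not every result past the cut was called active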
HCT116 PTEN-null – growth suppression of PTEN-null HCT116, primary screen, cell-based, CellTiter-Glo; HCT116 PTEN-null viability, 60 h; hits give low values; viability, % at 10 µM; 1.2% of 140,000 active; AID 827, 2007;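 active = viability at or below a set limit, 4 SD under the median of all tested compounds, cut at about 3.7% in these data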;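 also: PTEN knockout HCT116 line with beta catenin targeted HCT116 as companion control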
bCat KO growth – primary screen for growth suppressors in beta-catenin knockout HCT116 cells (colon tumor, human) | viability, % at 10 µM | HCT116 beta-catenin knockout viability, CellTiter-Glo, 60 h; hits give low values | AID 818, 2007 | 1.5% of 140,000 active;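 active = viability at or under a set limit, the compound median less 4 SD, cut at about 6% in these data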;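 also: 0% = Hyamine 1622 control at 20 µM and 100% = untreated cell control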
MRP1 act – H69AR viability gain despite doxorubicin, primary screen, MRP-1 activator project, H69AR cells, CellTiter-Glo. 0.61% of 140,000 active. viability rescue. AID 799, 2007. viability increase, % at 10 µM;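 active = viability gain under doxorubicin at or above a set limit, the compound median plus 3 SD, cut at about 4.7% in these data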;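 also: MRP-1 overexpressing cells given doxorubicin 25 µM after compound pretreatment; 18-22 h compound pretreatment then 72 h with doxorubicin before readout; 0% = doxorubicin-only wells and 100% = vehicle-treated cells without doxorubicin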
NPY-Y2 antag – NPY-Y2 receptor antagonists, primary screen, cell-based. NPY-Y2 expressing cells, antagonist mode. Neuropeptide Y receptor type 2 (Homo sapiens), P49146. 0.99% of 140,000 active. inhibition, % at 2.7 µM; in the data active = inhibition above about 17%;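 also: 0% = vehicle with agonist challenge and 100% = reference antagonist with challenge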
Target sequence (P49146 whole entry, looked up): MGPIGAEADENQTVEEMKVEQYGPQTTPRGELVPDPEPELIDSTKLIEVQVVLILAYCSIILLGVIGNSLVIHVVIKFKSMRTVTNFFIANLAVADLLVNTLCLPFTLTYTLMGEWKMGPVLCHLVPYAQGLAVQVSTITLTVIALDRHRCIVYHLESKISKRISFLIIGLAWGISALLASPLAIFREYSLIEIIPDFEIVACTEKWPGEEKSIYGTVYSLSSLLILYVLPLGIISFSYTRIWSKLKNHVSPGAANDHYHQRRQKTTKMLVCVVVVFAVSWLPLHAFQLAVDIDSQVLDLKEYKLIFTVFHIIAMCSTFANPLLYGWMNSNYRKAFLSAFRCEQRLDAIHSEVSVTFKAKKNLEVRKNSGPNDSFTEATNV
Phagocytosis inh – inhibitors of macrophage phagocytosis, primary screen, imaging, J774A.1 cells, IgG beads; 0.07% of 110,000 active; J774A.1 macrophage IgG-bead phagocytosis; inhibition, % at 5 µM;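 active = inhibition above the mean of the plate negative controls plus 5 SD, cut at about 13% in these data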;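 also: phagocytic index as fraction of beads internalized from green versus red external bead signal; plate controls were DMSO negative control for no effect and cytochalasin-D positive control for full effect; some results beyond the cut were filed as inactive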
Yeast life ext – compounds extending yeast replicative lifespan, primary screen, S. cerevisiae, OD615; 0.68% of 130,000 active; inhibition of the nicotinamide effect, % at 10 µM; S. cerevisiae growth with nicotinamide; deaD strain in restrictive glucose medium;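 active = inhibition above a set limit, placed 3 SD over the median of all compounds, cut at about 26% in these data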;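 also: 0% = nicotinamide-treated wells and 100% = cells grown without nicotinamide; some compounds called inactive have numbers as strong as hits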
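Assay system: engineered S. cerevisiae DeaD replicative-lifespan strain, galactose-grown log-phase cells; Buffer or medium: CSMM-D glucose medium, restrictive; Probe or stimulus: nicotinamide 1.5 mM; Compound: single dose 10 µM compound, 0.25% DMSO; Schedule: 4 h preincubation then 48 h treatment at 30 °C; Technique: OD615 measurement.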
GALR2 blocker – GALR2 antagonists in receptor-expressing cells, primary screen; AID 828, 2007; Galanin receptor type 2 (Homo sapiens), O43603; antagonist mode; 0.39% of 140,000 active; inhibition, % at 4 µM; in the data active = inhibition above about 27%;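 also: cells stimulated with galanin 1-16 at roughly its EC80; 0% = agonist challenge control and 100% = basal control without agonist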
Target sequence (O43603 whole entry, looked up): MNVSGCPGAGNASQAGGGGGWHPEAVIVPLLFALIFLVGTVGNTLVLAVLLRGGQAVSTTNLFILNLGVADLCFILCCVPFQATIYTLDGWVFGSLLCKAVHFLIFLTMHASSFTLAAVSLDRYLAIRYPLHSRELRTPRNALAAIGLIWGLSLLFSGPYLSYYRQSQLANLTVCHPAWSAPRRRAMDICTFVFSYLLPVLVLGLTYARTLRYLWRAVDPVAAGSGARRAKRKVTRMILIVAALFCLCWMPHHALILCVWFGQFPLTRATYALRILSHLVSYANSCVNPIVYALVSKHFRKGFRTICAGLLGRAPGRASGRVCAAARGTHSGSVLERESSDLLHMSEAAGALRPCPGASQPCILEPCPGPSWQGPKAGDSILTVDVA
Measles CPE – compounds protecting cells from measles virus cytopathic effect, primary screen, measles RdRp inhibitor project, single point, MLSMR library, absorbance. Measles virus-infected cells, CPE protection. protection (pct of control), % at 4 µM. 1.5% of 140,000 active; in the data active = protection mostly above about 24%, no sharp cut-off; inactive = mostly below about 26%; also: some compounds called inactive have numbers as strong as hits
Yeast growth inh – growth inhibitors of yeast BB579 in restrictive medium, primary screen, yeast lifespan-shortening project, S. cerevisiae; inhibition, % at 10 µM; 0.51% of 140,000 active; OD615, 48 h; AID 804, 2007;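 active = inhibition above a set limit, 3 SD over the mean compound inhibition, cut at about 44% in these data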; also: inactives centre near -24
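System: Saccharomyces cerevisiae DeaD strain BB579, replicative lifespan model yeast. Buffer or medium: restrictive glucose-based CSMM-D medium. Doses: one dose, 10 µM compound with 0.25% DMSO. Timing: 4 h preincubation and 48 h exposure at 30 °C. Detection: turbidity as optical density at 615 nm. Benchmarks: amphotericin B 10 µg/mL, positive.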
The depositor's hits bear a star; . = no result given.

SMILES | E-sel TNF inh | HCT116 PTEN-null | bCat KO growth | MRP1 act | NPY-Y2 antag | Phagocytosis inh | Yeast life ext | GALR2 blocker | Measles CPE | Yeast growth inh
Cc1ccc(C2=N/C(=C\c3cccnc3)C(=O)O2)cc1 | 50 | 104 | 100 | -2.7 | 1 | -2 | 14 | 12 | 5 | -6
Cc1occc1C(=O)NNC(=S)Nc1cccc([N+](=O)[O-])c1 | -21 | 94 | 94 | -0.5 | 2 | 4 | -1 | 13 | 5 | -20
CC(=O)Nc1ccc(NC(=O)C(Cc2ccccc2)NC(=O)C2CCC(C)CC2)cc1 (centres undefined) | 3 | 82 | 85 | -0.2 | 0 | -7 | -3 | -2 | 12 | -45
O=[N+]([O-])c1cc2oc3c(c2c(C=NCc2ccncc2)c1O)CCCC3 | . | 94 | 97 | -1.6 | -1 | -9 | 67* | 7 | 14 | 9
Cc1nc2ccc(S(=O)(=O)Nc3ccc(-c4nc5cccnc5s4)cc3)cc2s1 | 9 | 98 | 99 | -1.5 | 2 | . | 3 | 1 | 7 | -27
O=C(c1ccccc1)N(Cc1ccc(F)cc1)Cc1nc2ccccc2c(=O)[nH]1 | 12 | 90 | 86 | -3.3 | 5 | . | . | 0 | 8 | -34
COC(=O)c1ccccc1NC(=O)COC(C)=O | -3 | 80 | 74 | -4.8 | 1 | 0 | -10 | -2 | 9 | 11
CCOC(=O)CN1NC2(CCC(C(C)(C)C)CC2)NC1=S (centres undefined) | 1 | 96 | 91 | -0.3 | 0 | . | -9 | 7 | 14 | -27
O/N=C1\CC/C(=N\O)c2nn(-c3ccc(Cl)cc3Cl)nc21 | -9 | 93 | 105 | -0.9 | 3 | 0 | -7 | 2 | . | -64
CCN1CCN(c2ncnc3sc(C(=O)Nc4ccccc4F)c(C)c23)CC1 | -21 | 91 | 99 | -1.6 | 1 | -3 | 4 | 0 | 3 | -28

Continued (7 carried over from the part before).
SMILES | E-sel TNF inh | HCT116 PTEN-null | bCat KO growth | MRP1 act | NPY-Y2 antag | Phagocytosis inh | Yeast life ext | GALR2 blocker | Measles CPE | Yeast growth inh
O=[N+]([O-])c1cc2oc3c(c2c(C=NCc2ccncc2)c1O)CCCC3 | . | 94 | 97 | -1.6 | -1 | -9 | 67* | 7 | 14 | 9
Cc1nc2ccc(S(=O)(=O)Nc3ccc(-c4nc5cccnc5s4)cc3)cc2s1 | 9 | 98 | 99 | -1.5 | 2 | . | 3 | 1 | 7 | -27
O=C(c1ccccc1)N(Cc1ccc(F)cc1)Cc1nc2ccccc2c(=O)[nH]1 | 12 | 90 | 86 | -3.3 | 5 | . | . | 0 | 8 | -34
COC(=O)c1ccccc1NC(=O)COC(C)=O | -3 | 80 | 74 | -4.8 | 1 | 0 | -10 | -2 | 9 | 11
CCOC(=O)CN1NC2(CCC(C(C)(C)C)CC2)NC1=S (centres undefined) | 1 | 96 | 91 | -0.3 | 0 | . | -9 | 7 | 14 | -27
O/N=C1\CC/C(=N\O)c2nn(-c3ccc(Cl)cc3Cl)nc21 | -9 | 93 | 105 | -0.9 | 3 | 0 | -7 | 2 | . | -64
CCN1CCN(c2ncnc3sc(C(=O)Nc4ccccc4F)c(C)c23)CC1 | -21 | 91 | 99 | -1.6 | 1 | -3 | 4 | 0 | 3 | -28
CC(=O)Nc1ccc(S(=O)(=O)N2CCN(c3cc4c(cc3[N+](=O)[O-])n(C)c(=O)n4C)CC2)cc1 | -71 | 70 | 79 | 1.3 | 3 | -1 | -21 | -6 | 4 | -25
Cc1ccc(NC(=O)C(Cc2ccccc2)N2C(=O)C3C4CCC(C4)C3C2=O)cc1Cl (centres undefined) | -3 | 42 | 44 | -2.0 | 5 | 2 | -12 | -2 | 2 | -36
Cc1nn(C)c(C)c1NC(=O)CCCSc1nc(-c2ccco2)cc(C(F)(F)F)n1 | -1 | 85 | 88 | -2.4 | 1 | . | . | -4 | 6 | -14
COC(=O)c1ccc(C(=O)OC)c(NC(=O)N2c3ccccc3Sc3ccccc32)c1 | 3 | 70 | 67 | -1.4 | 0 | -1 | -3 | 11 | 10 | -35
c1ccc(-n2ncc3c(NCCN4CCOCC4)ncnc32)cc1 | -21 | 86 | 76 | -1.1 | 0 | 0 | -8 | -4 | 23 | -41
COc1ccccc1C1C=C(c2ccc(C)cc2)Nc2nnnn21 (centres undefined) | -4 | 83 | 91 | -1.1 | 4 | 0 | -14 | -2 | 3 | 9
CCn1c(SCC(=O)c2c[nH]c3ccccc23)nc2cc(S(=O)(=O)N3CCOCC3)ccc21 | -6 | 86 | 86 | -4.4 | 1 | -5 | 8 | 7 | 23 | -26
Cc1ccc(S(=O)(=O)N2CCSC2c2ccco2)cc1 (centres undefined) | . | 70 | 86 | -1.1 | 2 | 0 | -2 | 4 | 38 | -28
O=C(Cn1cnc2ccccc2c1=O)Nc1ccc2c(c1)OCO2 | 13 | 94 | 99 | -2.5 | 2 | 3 | 0 | 0 | 3 | -31
O=C(c1ccc(Cl)cc1)c1cc(-c2ccccn2)c(N2CCOCC2)s1 | 20 | 79 | 82 | -4.6 | 2 | . | -3 | -6 | 19 | -40
COCCCNC(=O)Nc1ccc2c(c1)N(C)C(=O)CS2 | . | 87 | 91 | -1.5 | -2 | 0 | -6 | -1 | 13 | -24
Cc1ccc(C(=O)N/C(=C\c2cccs2)C(=O)NCc2cccnc2)cc1 | . | 92 | 91 | -1.9 | 2 | -2 | 12 | 17 | 5 | -32
FC(F)(F)c1cc(-c2cccs2)nc2cc(-c3ccccc3)nn12 | . | 74 | 71 | -3.3 | 2 | -9 | 1 | 15 | 45 | -27
CC1CC(C)CN(C(=O)CSc2nnc(-c3ccc(Cl)cc3)o2)C1 (centres undefined) | -9 | 98 | 98 | -0.1 | 7 | 0 | -6 | -8 | -1 | 14
CCN(C(=O)c1ccnc(C(C)(C)C)c1)c1ccccc1 | -18 | 91 | 91 | -0.7 | 3 | -2 | -1 | -1 | 2 | -20
O=C(Nc1ccc(N2CCN(C(=O)c3ccco3)CC2)cc1)c1cccc(F)c1 | -6 | 50 | 54 | -4.3 | 2 | -2 | -6 | -1 | 8 | -17
COc1ccccc1Nc1ncnc2c1oc1ccccc12 | 9 | 90 | 92 | -1.6 | 19* | 0 | -12 | 5 | 44* | -10
CCOC(=O)C(C)n1nc(C)c2sc3ccccc3c2c1=O (centres undefined) | -7 | 72 | 69 | -2.0 | 4 | . | 1 | 5 | 30 | -21
CCc1ccc[n+](-c2[nH]c(=O)sc2/C=N/NC([S-])=Nc2ccccc2)c1 | . | 89 | 90 | -1.2 | 1 | -13 | -6 | -14 | 16 | -9
CCCNC(=O)c1ccccc1NC(=O)Nc1ccccc1C | 14 | 93 | 106 | -2.3 | 3 | 0 | -17 | -5 | 5 | -45
CC1=C[C@H]2Cc3cc(C)cc(C)c3S(=O)(=O)[C@@H]2C=C1 | . | 91 | 80 | -1.8 | 4 | -3 | -1 | -10 | 6 | -12
Cc1nc(N2CCN(Cc3nc4ccccc4[nH]3)CC2)c2oc3ccccc3c2n1 | . | 43 | 47 | -2.8 | 2 | 0 | -10 | 24 | -1 | -25
CC1=C(C(=O)Nc2ccc(C)cc2)C(c2cccs2)NC(=S)N1 (centres undefined) | . | 101 | 101 | -1.4 | 1 | -12 | -1 | 1 | 17 | -23
COc1ccc2[nH]c(=O)c(CN(C(=O)c3ccco3)C3CCCCC3)cc2c1 | -2 | 77 | 73 | -4.7 | 4 | 1 | -10 | -8 | 16 | -16
CCn1c(CN2CCN(c3ccc(Cl)cc3)CC2)nc2ccccc21 | 14 | 66 | 61 | -5.3 | 0 | . | . | 0 | 29 | -36
CCCc1ccc(OCc2ccc(C(=O)OC)o2)c(OC)c1 | 11 | 94 | 95 | -0.6 | 3 | 10 | -12 | -18 | 21 | -12
CCn1cc([N+](=O)[O-])c(C(=O)N2N=C(c3cccc4ccccc34)CC2c2ccccc2O)n1 (centres undefined) | -23 | 7 | 3.4* | -2.9 | 4 | . | . | -15 | 15 | -32
O=Cc1cnc(N2CCOCC2)nc1 | -3 | 95 | 94 | -3.3 | 1 | -2 | -5 | -8 | 4 | -21
CCC(CC)c1nnc(NC(=O)CCCN2C(=O)c3ccccc3C2=O)s1 | 13 | 105 | 89 | -0.9 | 5 | 0 | -8 | -9 | 4 | -25
O=C(CSc1nnc2ccccn12)Nc1cccc(-c2nc3ccccc3s2)c1 | . | 90 | 89 | 3.7 | 3 | . | -2 | 10 | 5 | -24

Record cards, from the list above. Order of values: E-sel TNF inh, HCT116 PTEN-null, bCat KO growth, MRP1 act, NPY-Y2 antag, Phagocytosis inh, Yeast life ext, GALR2 blocker, Measles CPE, Yeast growth inh
`CCCc1ccc(OCc2ccc(C(=O)OC)o2)c(OC)c1` reads 11, 94, 95, -0.6, 3, 10, -12, -18, 21, -12
`CCn1cc([N+](=O)[O-])c(C(=O)N2N=C(c3cccc4ccccc34)CC2c2ccccc2O)n1` (centres undefined) reads -23, 7, 3.4*, -2.9, 4, ., ., -15, 15, -32

Next section.
SMILES | E-sel TNF inh | HCT116 PTEN-null | bCat KO growth | MRP1 act | NPY-Y2 antag | Phagocytosis inh | Yeast life ext | GALR2 blocker | Measles CPE | Yeast growth inh
Cc1csc(NC(=O)c2cnccn2)n1 | . | 82 | 92 | -2.4 | 3 | 1 | -22 | 1 | 32 | -3
NC(=O)C1CCN(CCC(=O)Nc2ccc3c(c2)CCC3)CC1 | -3 | 93 | 99 | -1.3 | 1 | . | . | -7 | 7 | -43
COc1ccc(CC(=O)NC(C)c2nnc(SCC(=O)c3ccc(Br)cc3)n2C)cc1 (centres undefined) | 10 | 99 | 80 | 0.9 | 3 | -1 | -12 | 10 | 12 | -34
Cc1ccc(NC(=S)N2CCN(C3CCCCC3)CC2)cc1 | -31 | 92 | 89 | -1.3 | 2 | -3 | -16 | -12 | 4 | -1
O=C(COC(=O)CNC(=O)C12CC3CC(CC(C3)C1)C2)NC1CCS(=O)(=O)C1 (centres undefined) | . | 105 | 88 | 1.6 | 5 | 0 | 1 | 12 | 20 | -24
CCC(=O)CCC(=O)c1ccc2ccccc2c1 | . | 106 | 100 | -1.2 | 8 | . | -3 | 10 | 12 | -7
COc1cccc(C2/C(=C(/O)c3cnn(-c4ccccc4)c3C)C(=O)C(=O)N2CCN(C)C)c1OC (centres undefined) | 2 | 82 | 87 | -1.6 | 0 | . | -25 | -2 | 5 | -25
Cc1ccccc1CN(CC(=O)Nc1cccc([N+](=O)[O-])c1)S(=O)(=O)c1ccc(Cl)cc1 | -10 | 34 | 27 | -4.5 | -3 | -2 | 0 | 10 | 6 | -6
